MmCpn inh: inhibitors of Methanococcus maripaludis chaperonin (MmCpn). purified Mm-Cpn ATPase, ADP Transcreener TR-FRET. Potency, µM (doses to about 76.9 µM), without a hit: top-dose activity, negative = inhibition, usual class: inhibitors. 0.031% of 330,000 active; note: potency is the fitted concentration of half-maximal effect; % is set by controls: 0 for no effect and ±100 for the full control effect; nearly all actives have a fitted effect of over 80% in size
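Inhibition of chaperonin ATP hydrolysis is measured as reduced ADP production, detected by competitive TR-FRET in which signal falls with ADP. Final enzyme 25 nM and ATP 10 uM, reacted 30 min at 37°C.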
TGFb SMAD3 inh: inhibitors of TGF-b signaling. AID 588855. HepG2 CAGA-GFP TGF-b/SMAD3 reporter, GFP fluorescence, 18 h; TGF-beta stimulated, 500 pg/mL final. 1.2% of 410,000 active. Potency, µM (highest dose often 46.1 µM), inactives show top-dose activity, negative = inhibition, actives largely listed as inhibitors; note: potency is the fitted concentration of half-maximal effect; % is set by controls: 0 for no effect and ±100 for the full control effect; nearly all actives have a fitted effect of over 65% in size
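Inhibition was scored as loss of TGF-beta-induced (500 pg/mL final, 18 hours, 37 degrees C) GFP in HEPG2 cells carrying a CAGA-GFP reporter, in DMEM with 1% FBS. Well GFP was summed per cell; Activity was normalised to unstimulated and stimulated DMSO wells, then concentration-response fitting.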
HepG2 tox: HepG2 cytotoxicity, counter-screen for TGF-b inhibitors. HepG2 CAGA-GFP viability, ATP luminescence, 18 h. Potency, µM (doses to about 46.1 µM), for the others: at the top dose activity change, negative = cytotoxicity, actives largely listed as cytotoxic. 0.76% of 410,000 active; note: potency is the fitted concentration of half-maximal effect; some results filed as inactive show a strong effect at the top dose
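CellTiter-Glo luminescence gave cytotoxicity after 18 hours at 37 degrees C. The cells were HepG2 CAGA-GFP in 1% FBS DMEM, stimulated with 500 pg/mL TGF-beta after compound addition. %Activity was normalised to no-cell wells (complete cell-killing) and DMSO (no toxicity), and curves were fitted and classified.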
Akt phos inh: Akt phosphorylation inhibition | Neuro2A IGF-stimulated pAkt S473 HTRF, 20 min; stronger effect = lower value | activity change, % for hits at 50 µM | 0.32% of 360,000 active; in the data active = activity change below about -80%; inconclusive = mostly about -51% to -80%; note: % is set by controls: 0 for no effect and ±100 for the full control effect
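Single-point screen (50 µM final compound) in Neuro2A cells stimulated 20 min with 6 nM IGF at 37 deg C. After lysis, Ser473-phosphorylated Akt read by HTRF (ex 330 nm, em 615/665 nm) as the 665/615 ratio.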
Nrf2 inh: inhibitors of Nrf2 signaling | A549 ARE-Fluc reporter, luciferase luminescence, 18-24 h | Potency, µM (doses to about 46 µM), for the others: at the top dose activity change, negative = inhibition, most hits filed as inhibitors | 2.1% of 360,000 active; note: potency is the fitted concentration of half-maximal effect; % is set by controls: 0 for no effect and ±100 for the full control effect; nearly all actives have a fitted effect of over 60% in size
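Nrf2 activity is the BugLite luminescence, read 15 min after reagent at room temperature, following CellTiter-Fluor cytotoxicity readout (30 min, 37C). Compound titrations were applied for 18-24 h to 5000 A549 ARE_Fluc cells/well in 5% FBS OPTI-MEM.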
Nrf2 ARE act: activators of Nrf2 (ARE) signaling | AREc32 ARE-luciferase reporter (MCF7-derived line), luminescence, 24 h | Potency, µM (highest dose often 46.1 µM), without a hit: at the top dose activation, hits mostly activators | 0.31% of 410,000 active | AID 624171; note: potency is the fitted concentration of half-maximal effect; % of control where 0% means no effect; nearly all actives have a fitted effect of over 65% in size
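Quantitative high-throughput format: AREc32 reporter cells, 1000 per well, received compound by pin transfer and were incubated 24 hr at 37 deg C, 5% CO2, before Steady-Glo luminescence detection.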
A549 viability: counter-screen for Nrf2 inhibitors: cytotoxicity in A549 cells; A549 ARE-Fluc cells, CellTiter-Fluor viability, 18-24 h; Potency, µM (titrated, usually from 46 µM), for inactives: top-dose activity change, negative = cytotoxicity, hits mostly inhibitors; 0.16% of 390,000 active; AID 504648; note: potency is the fitted concentration of half-maximal effect; % is set by controls: 0 for no effect and ±100 for the full control effect
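Cytotoxicity counterscreen: CellTiter-Fluor fluorescence was measured in A549 ARE_Fluc cells after 18-24 h of compound exposure in a concentration series. The subsequent BugLite luminescent read reports ARE-luciferase activity.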
CCT modulator: cytosolic chaperonin activity modulation | purified chaperonin ATPase assay, HTRF ADP detection, 30 min | activity change, % (concentration not given with the values), hits read low | 0.3% of 360,000 active | AID 651819; in the data active = activity change below about -30%; note: % is set by controls: 0 for no effect and ±100 for the full control effect
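Enzyme 40 or 20 nM (batch-dependent) in Tris pH 7.4/KCl/MgCl2/DTT; cpd 76 uM single point; ATP 10 uM; 30 min 37 °C; Transcreener ADP HTRF detection, 30 min RT; ratio 665/615.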
Abeta yeast res: A-beta toxicity reversal in yeast; yeast expressing A-beta42, growth rescue, OD600, 48 h; response scale: 0% DMSO, 100% iron-clioquinol control; Potency, µM (series often up to 46.1 µM), for inactives: top-dose growth rescue, usual class: activators; 0.063% of 410,000 active; AID 1347071; note: potency is the fitted concentration of half-maximal effect; nearly all actives have a fitted effect of over 55% in size
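Growth rescue measured by 600 nm absorbance after 48 h yeast culture at 30 C with compound. Values normalized between DMSO and an equimolar ferric chloride plus clioquinol control.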
Starred values were filed as active, the others as inactive; i = inactive; u = inconclusive; x = no result given; [ ] = dose if it differs, or a comment. Unless noted, calls come from the whole dose curve; as a rule, active = well fitted curve in the direction sought with a large enough effect; inconclusive = small, poorly fitted or top-dose-only effect, or another doubt; inactive = no such curve, though single readings can be large; an effect the other way counts as inactive or inconclusive.

1. O=C1CCC(=O)N1OCCOc1ccc2c(c1)CCC2
2. COC(=O)c1cccc(NC(=S)N2CCOCC2)c1
3. Cc1nc2c(OCc3ccc(Cl)cc3Cl)cccn2c1N(C)CC1CC1
4. CCOC(=O)Cc1csc(NC(=O)c2ccc(N3CCOCC3)cc2[N+](=O)[O-])n1
5. CCOC(=O)[C@]12CCC=C1N(Cc1ccccc1)C(=O)[C@H](CC(=O)NCCCCc1ccccc1)C2
6. CC(C)n1c(Nn2cnnc2)nc2ccccc21
7. O=C(O)c1ccc(Nc2ncnc3ccccc23)cc1
8. C=CCc1c(C)[nH]c(=S)c(C#N)c1C
assay / compound	1	2	3	4	5	6	7	8
Akt phos inh	i	i	i	i	i	i	i	i
HepG2 tox	-27%	10%	11µM*	-4%	x	-13%	-1%	-3%
Nrf2 ARE act	-0.3%	0.3%	3.1%[9.22 µM]	4.1%	2.7%	0.3%	-0.1%	0.4%
CCT modulator	-0.2	-0.8	-2.2	-0.9	1.8	0.4	0.2	3.1
MmCpn inh	0%	3%	x	0%	x	4%	0%	-4%
A549 viability	-7%	1%	x	-2%	x	6%	0%	2%
Abeta yeast res	-4%	-11%	-9%	13%	2%	13%	4%	20%[9.22 µM]
Nrf2 inh	x	-10%	x	6%	x	-3%	u	x
TGFb SMAD3 inh	u	17%	11µM*	1%	x	30%	-2%	3%

9. O=C(O)CCC(=O)N1N=C(c2c(-c3ccccc3)c3cc(Cl)ccc3[nH]c2=O)CC1c1cccs1 (stereo unspecified)
10. CC(C)(C)NC(=O)C1CCN(c2nc3ccccc3nc2C(F)(F)F)CC1
11. C=CCC1Cc2c(Br)cccc2C(CC=C)N1 (stereo unspecified)
12. CC(=O)c1cccc(NC(=S)NC(=O)c2ccc(C)cc2)c1
13. O=C1C=C(NCCNc2c(F)c(F)c(CO)c(F)c2F)CCC1
14. O=C(NCc1ccccc1)c1cc[n+](CC(=O)c2cccs2)cc1
15. O=C(NCc1ccc2c(c1)OCO2)c1ccc2snnc2c1
16. O=C(COc1ccccc1F)OCC(=O)c1ccc([N+](=O)[O-])cc1
assay / compound	9	10	11	12	13	14	15	16
Akt phos inh	i	x	i	i	i	i	i	i
HepG2 tox	-19%	-3%	9%	6%	6%	-9%	7%	1%
Nrf2 ARE act	0.3%	-0.4%	-0.6%	3.1%	0.3%	0.3%	0.2%	2.2%
CCT modulator	-1.2	x	-1.2	2.8	-2.7	0.2	-0.7	-0.7
MmCpn inh	-3%	x	2%	-2%	1%	1%	3%	0%
A549 viability	-1%	20%	7%	-14%	-5%	-1%	-1%	-7%
Abeta yeast res	9%	-12%	10%	6%	-8%	5%	-75%[inhibitor]	9%
Nrf2 inh	1%	8%	21%	u	u	-10%	-7%	2%
TGFb SMAD3 inh	-38%	3%	2%	-10%	4%	11%	-8%	0%

17. CCCCOc1ccc(NC(=O)CSCC(=O)OCC)cc1
18. CCN(Cc1nc(-c2cccc(C)c2)no1)S(=O)(=O)c1ccc(C)cc1
19. CC1CCC(C(=O)NC(C(=O)NCc2ccccn2)C(C)C)CC1 (stereo unspecified)
20. O=C(CS(=O)CC(=O)N(CC(=O)NC1CCCC1)C1CCCCC1)Nc1ccc(F)cc1 (stereo unspecified)
assay / compound	17	18	19	20
Akt phos inh	i	x	i	i
HepG2 tox	-1%	-14%	-4%	-5%
Nrf2 ARE act	-1.3%	3.8%	-0.5%	-0.5%
CCT modulator	-1.4	x	1.9	-0.2
MmCpn inh	0%	x	0%	-1%
A549 viability	-9%	-3%	9%	-2%
Abeta yeast res	19%	3%	-19%	18%
Nrf2 inh	-26%	-3%	u	5%
TGFb SMAD3 inh	-4%	-29%	2%	-28%

From entry 9 as far as 20, as listed above:
9. O=C(O)CCC(=O)N1N=C(c2c(-c3ccccc3)c3cc(Cl)ccc3[nH]c2=O)CC1c1cccs1 (stereo unspecified)
10. CC(C)(C)NC(=O)C1CCN(c2nc3ccccc3nc2C(F)(F)F)CC1
11. C=CCC1Cc2c(Br)cccc2C(CC=C)N1 (stereo unspecified)
12. CC(=O)c1cccc(NC(=S)NC(=O)c2ccc(C)cc2)c1
13. O=C1C=C(NCCNc2c(F)c(F)c(CO)c(F)c2F)CCC1
14. O=C(NCc1ccccc1)c1cc[n+](CC(=O)c2cccs2)cc1
15. O=C(NCc1ccc2c(c1)OCO2)c1ccc2snnc2c1
16. O=C(COc1ccccc1F)OCC(=O)c1ccc([N+](=O)[O-])cc1
17. CCCCOc1ccc(NC(=O)CSCC(=O)OCC)cc1
18. CCN(Cc1nc(-c2cccc(C)c2)no1)S(=O)(=O)c1ccc(C)cc1
assay / compound	9	10	11	12	13	14	15	16	17	18
Akt phos inh	i	x	i	i	i	i	i	i	i	x
HepG2 tox	-19%	-3%	9%	6%	6%	-9%	7%	1%	-1%	-14%
Nrf2 ARE act	0.3%	-0.4%	-0.6%	3.1%	0.3%	0.3%	0.2%	2.2%	-1.3%	3.8%
CCT modulator	-1.2	x	-1.2	2.8	-2.7	0.2	-0.7	-0.7	-1.4	x
MmCpn inh	-3%	x	2%	-2%	1%	1%	3%	0%	0%	x
A549 viability	-1%	20%	7%	-14%	-5%	-1%	-1%	-7%	-9%	-3%
Abeta yeast res	9%	-12%	10%	6%	-8%	5%	-75%[inhibitor]	9%	19%	3%
Nrf2 inh	1%	8%	21%	u	u	-10%	-7%	2%	-26%	-3%
TGFb SMAD3 inh	-38%	3%	2%	-10%	4%	11%	-8%	0%	-4%	-29%

19. CC1CCC(C(=O)NC(C(=O)NCc2ccccn2)C(C)C)CC1 (stereo unspecified)
20. O=C(CS(=O)CC(=O)N(CC(=O)NC1CCCC1)C1CCCCC1)Nc1ccc(F)cc1 (stereo unspecified)
assay / compound	19	20
Akt phos inh	i	i
HepG2 tox	-4%	-5%
Nrf2 ARE act	-0.5%	-0.5%
CCT modulator	1.9	-0.2
MmCpn inh	0%	-1%
A549 viability	9%	-2%
Abeta yeast res	-19%	18%
Nrf2 inh	u	5%
TGFb SMAD3 inh	2%	-28%

Source: PubChem BioAssay (National Center for Advancing Translational Sciences (NCATS))

Random draw from the library. Share with any hit: about 4.3%.
